Assay outcomes (PubChem BioAssay)
Lipid storage S3 – qHTS Assay for Lipid Storage Modulators in Drosophila S3 Cells; Drosophila S3 cells, BODIPY lipid droplet fluorescence, 18-24 h; cells fed with added oleic acid; lipid storage change, negative = inhibition, % at the top dose, mostly 46.1 µM; hits show Potency in µM; 320,000 tested, 0.64% active; active = well fitted inhibition curve with a large enough effect in the signal ratio, with a control signal flat, not every such curve was filed as active; inconclusive = small, poorly fitted or top-dose-only effect, or effect the other way, or a change in a side signal; the % refers to the signal ratio
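Laser-scanning cytometry quantifies lipid droplet accumulation (500–530 nm total intensity; droplet/cell object ratio) in oleic acid-fed (400 uM added) Drosophila S3 cells treated with a concentration series. 20 uM Triacsin C defined 100% inhibition.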
Lipid storage S3 cell count max – further read-out of Lipid storage S3, marked with its call; cell number change, %; measured here: cell count max response;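 cells counted by Cell Tracker Red CMTPX staining in the red channel; peak over a dose series mostly up to 46.1 µM; percent activity relative to internal control wells on each plate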
An asterisk follows results filed as active. % is set by controls: 0 for no effect and ±100 for the full control effect; potency is the fitted concentration of half-maximal effect. These rows are one share of the data; count on the stated rates, not on these rows.

Screening COc1ccc(C(=O)Nc2ccccc2C(=O)NC(Cc2ccc(O)cc2)C(=O)NNC(=O)c2ccccc2Cl)cc1 (centres undefined) returned Lipid storage S3 13.0% and Lipid storage S3 cell count max -6.2.
`O=C(CCc1nc2ccccc2c(=O)[nH]1)Nc1ccc(Cl)c(Cl)c1` gave Lipid storage S3 inconclusive.
CC(=O)NC1=NN(C(C)=O)C(C)(c2ccccn2)S1 (centres undefined) was read as Lipid storage S3 0.5% and Lipid storage S3 cell count max 8.9.
O=C(OCc1nc2ccccc2s1)c1ccc(Br)s1 was read as Lipid storage S3 13.2% and Lipid storage S3 cell count max -15.7.
Screening CCCCCn1c(=O)[nH]c2cc(C(=O)N3CCN(c4ccccc4F)CC3)ccc2c1=O returned Lipid storage S3 inactive and Lipid storage S3 cell count max 0.8.
For CCCCN1C(=O)/C(=C2/Sc3ccc(Cl)cc3N2CC)SC1=S the results were Lipid storage S3 inconclusive.
COc1ccccc1CC(=O)NCc1nn(-c2ccccc2)nc1C was read as Lipid storage S3 9.5% and Lipid storage S3 cell count max 15.6.
Screening CC(OC(=O)C1=COCCO1)C(=O)NC(C)c1ccc(Cl)cc1Cl (centres undefined) returned Lipid storage S3 inconclusive.
`COc1ccc(NC(=O)CN2C(=O)CSc3ccc(S(=O)(=O)N4CCCC4)cc32)cc1OC` gave Lipid storage S3 inactive and Lipid storage S3 cell count max 8.4.
For Cc1ccc(NC(=O)COc2ccc(Br)cc2C)cc1 the results were Lipid storage S3 inconclusive.
C/C(=N\NC(=O)C1COc2ccccc2O1)c1ccccn1 (centres undefined) was read as Lipid storage S3 inconclusive.
`O=C1N(c2ccccc2)C(c2ccccc2)N2CCCN12` (centres undefined) gave Lipid storage S3 inconclusive.

Pulled one by one from the list above (3):
Screening COc1ccc(C(=O)Nc2ccccc2C(=O)NC(Cc2ccc(O)cc2)C(=O)NNC(=O)c2ccccc2Cl)cc1 (centres undefined) returned Lipid storage S3 13.0% and Lipid storage S3 cell count max -6.2.
`COc1ccc(NC(=O)CN2C(=O)CSc3ccc(S(=O)(=O)N4CCCC4)cc32)cc1OC` gave Lipid storage S3 inactive and Lipid storage S3 cell count max 8.4.
Screening CC(OC(=O)C1=COCCO1)C(=O)NC(C)c1ccc(Cl)cc1Cl (centres undefined) returned Lipid storage S3 inconclusive.

Next part:
Screening Nc1c(C(=O)NCC2CCCO2)sc(=S)n1-c1ccccc1 (centres undefined) returned Lipid storage S3 inconclusive.
Screening NS(=O)(=O)c1ccc(CCNC(=S)NC2CCCCC2)cc1 returned Lipid storage S3 -6.2% and Lipid storage S3 cell count max -4.1.
Screening O=C(NCc1ccc(Cl)cc1)C1CCC(=O)N(C2CCCCCC2)C1 (centres undefined) returned Lipid storage S3 inconclusive.
Screening CC(NC(=O)c1noc2c1CCCCC2)c1ccccc1 (centres undefined) returned Lipid storage S3 -10.9% and Lipid storage S3 cell count max 6.2.
COc1cccc(N2CCN(C(=O)c3ccc(=O)oc3)CC2C)c1 (centres undefined) was read as Lipid storage S3 inconclusive.
`CC(=O)c1cc(-c2ccccc2)n(CCC(=O)NC(C)(C)C)c1C` gave Lipid storage S3 2.4% and Lipid storage S3 cell count max 12.4.
CCNC(=O)Nc1nc2ccccc2s1 was read as Lipid storage S3 inconclusive.
COc1ccccc1CNC(=O)N1CCN(c2ccccc2C)CC1 was read as Lipid storage S3 inconclusive.
`CN(C)c1ccc(NC(=O)c2ccc3nsnc3c2)cc1` gave Lipid storage S3 inactive.
`COc1cc(/C=N/NC(=S)Nc2cccc(Cl)c2C)ccc1OCC(=O)N1CC(C)OC(C)C1` (centres undefined) gave Lipid storage S3 inconclusive.
Screening OCCN(CCO)CC(O)COc1ccc2c(c1)OCO2 (centres undefined) returned Lipid storage S3 inconclusive.
`COc1ccc(N2C(=O)CC(Sc3nnc(-c4ccccc4)o3)C2=O)cc1` (centres undefined) gave Lipid storage S3 inconclusive.

Ordered by length of the SMILES (highest first): 5 of the compounds above
`COc1ccc(N2C(=O)CC(Sc3nnc(-c4ccccc4)o3)C2=O)cc1` (centres undefined) gave Lipid storage S3 inconclusive.
`CC(=O)c1cc(-c2ccccc2)n(CCC(=O)NC(C)(C)C)c1C` gave Lipid storage S3 2.4% and Lipid storage S3 cell count max 12.4.
COc1cccc(N2CCN(C(=O)c3ccc(=O)oc3)CC2C)c1 (centres undefined) was read as Lipid storage S3 inconclusive.
Screening OCCN(CCO)CC(O)COc1ccc2c(c1)OCO2 (centres undefined) returned Lipid storage S3 inconclusive.
CCNC(=O)Nc1nc2ccccc2s1 was read as Lipid storage S3 inconclusive.

Continued.
COc1ccccc1C(=O)O/N=C(\c1ccccc1)c1ccncc1 was read as Lipid storage S3 inconclusive.
`Cc1ccc(C(=O)Nc2nc(=O)n(C(=O)c3ccccc3C)s2)cc1` gave Lipid storage S3 inconclusive.
Screening Cc1nc(C)c(C(=O)Nc2ccc(Oc3ccccc3)cc2)o1 returned Lipid storage S3 inconclusive.
For COc1ccc(OCC(=O)Nc2cccc(NC(=O)COc3ccc(OC)cc3)n2)cc1 the results were Lipid storage S3 inconclusive.
For Cc1ccc(C(=O)N2CCN(CCNC(=O)C(=O)NCc3ccc(Cl)cc3)CC2)cc1 the results were Lipid storage S3 inconclusive.
C=CCn1c(=O)/c(=C\c2ccccn2)s/c1=C(/C#N)C(=O)NCC1CCCO1 (centres undefined) was read as Lipid storage S3 inconclusive.
`O=C(C(Cl)Cl)N1CCN(Cc2ccc3c(c2)OCO3)CC1` gave Lipid storage S3 inconclusive.
For CC1(C)N=C(N)NC(Nc2ccccc2Cl)=N1 the results were Lipid storage S3 -34.8% and Lipid storage S3 cell count max -44.3.
For S=c1[nH]nc(-c2ccc(Cl)cc2)n1CC1CCCO1 (centres undefined) the results were Lipid storage S3 inconclusive.
`Cc1ccccc1C1C(C#N)=C2N=C(N)c3ccccc3N2C2=C1C(=O)CCC2` (centres undefined) gave Lipid storage S3 inconclusive.
For CNC(=S)N/N=C/c1c(C)nn(-c2ccccc2)c1Cl the results were Lipid storage S3 inconclusive.
`CC1=CC(C)(C)N(C(=O)CSc2ncn[nH]2)c2ccc(C)cc21` gave Lipid storage S3 inactive and Lipid storage S3 cell count max 11.0.
For CCOc1cc2[nH]c(=O)n(CCCC(=O)NCc3ccco3)c(=O)c2cc1OCC the results were Lipid storage S3 inconclusive.
For COc1ccccc1-n1c(SCC(=O)O)nc2c(sc(=S)n2-c2ccccc2C)c1=O the results were Lipid storage S3 inactive and Lipid storage S3 cell count max 29.6.
For Cn1c(=O)c2nc(-c3ccc(Cl)cc3Cl)oc2c2ccccc21 the results were Lipid storage S3 5.5% and Lipid storage S3 cell count max -4.8.
Screening Cc1ccc(/C=C2\SC(=S)N(CCCC(=O)Nc3ccc(O)cc3)C2=O)cc1 returned Lipid storage S3 inconclusive.
Screening O=C(Cn1cnc([N+](=O)[O-])c1)NC1CCCC1 returned Lipid storage S3 4.5% and Lipid storage S3 cell count max 16.2.
COc1cc(C(=O)Nc2c(-c3ccccn3)c(=O)c3ccccc3n2C)cc(OC)c1OC was read as Lipid storage S3 4.3% and Lipid storage S3 cell count max 1.6.
CCOC(=O)c1cc2c(ccn2C)n1CC(=O)N(Cc1ccccc1)c1ccc(F)cc1 was read as Lipid storage S3 inconclusive.
COCCn1c(SC)nnc1-c1c[nH]c2ccccc12 was read as Lipid storage S3 inconclusive.
For CC(=O)OC(C(=O)NC1CCCCC1)c1ccc(C#N)cc1 (centres undefined) the results were Lipid storage S3 -0.7% and Lipid storage S3 cell count max -5.0.
Screening CCc1cccc(NC(=O)CN(C)S(=O)(=O)c2cccc3cccnc23)c1 returned Lipid storage S3 inconclusive.
`Cc1cc(C)nc(/N=C(\N)Nc2ccc([N+](=O)[O-])cc2)n1` gave Lipid storage S3 14.5% and Lipid storage S3 cell count max -4.0.
`CC(=O)Nc1ccc(S(=O)(=O)NCCC(=O)Nc2ccc(C)cn2)cc1` gave Lipid storage S3 inconclusive.
Screening COC(=O)C1=C(C)N(c2ccc(C)cc2)/C(=C/c2cccs2)C1=O returned Lipid storage S3 28.9%.
Screening COc1ccc(-n2c(C)cc(C(=O)CN3C(=O)C(=O)N(Cc4ccccc4)C3=O)c2C)cc1 returned Lipid storage S3 inconclusive.
`N#Cc1cnn2c(C(F)(F)F)c3c(nc12)CCCC3` gave Lipid storage S3 28.3% and Lipid storage S3 cell count max -2.6.
For CN(C)c1ccc(/C=N/NC(N)=S)cc1[N+](=O)[O-] the results were Lipid storage S3 inconclusive.
Cc1ccc(-c2ccc(=O)n(CC(=O)NCCN(CC(C)C)CC(C)C)n2)cc1 was read as Lipid storage S3 -34.0% and Lipid storage S3 cell count max -0.1.
Screening O=C(Cn1c2ccccc2c2nc3n(c(=O)c21)CCCS3)Nc1ccccc1 returned Lipid storage S3 inconclusive.
Screening COc1ccc(CCC(=O)OCC(=O)Nc2c(C)nn(-c3ccccc3)c2C)cc1 returned Lipid storage S3 inconclusive.
`CCN1CCN(c2nc3c(C)cccn3c(=O)c2/C=C(\C#N)S(=O)(=O)c2ccccc2)CC1` gave Lipid storage S3 inactive.
`c1ccc2[nH]c(CSc3nnc(-c4ccncc4)o3)nc2c1` gave Lipid storage S3 inconclusive.
`Cc1c(N(C)S(=O)(=O)c2cc(C(=O)Nc3ccccn3)ccc2Cl)c(=O)n(-c2ccccc2)n1C` gave Lipid storage S3 inactive.
Screening COc1ccc(NC(=O)CCS(=O)(=O)c2ccc3nc(C)sc3c2)cc1OC returned Lipid storage S3 inconclusive.
O=C(COc1ccccc1)Nc1cc(C(F)(F)F)ccc1N1CCCC1 was read as Lipid storage S3 0.8% and Lipid storage S3 cell count max 2.8.
CCSc1nc2c(c(=O)n1-c1ccc(F)cc1)SCC2 was read as Lipid storage S3 0.0% and Lipid storage S3 cell count max 2.2.
Screening CCNc1ncnc2c1cnn2C returned Lipid storage S3 11.3% and Lipid storage S3 cell count max 14.1.
Cc1ccc(/C=C2/C(=O)N=C(N)N2C)s1 was read as Lipid storage S3 inconclusive.
`O=C(CCCCCN1C(=O)[C@@H]2Cc3ccccc3CN2C1=O)Nc1cccc(F)c1` gave Lipid storage S3 inconclusive.
Screening CC(SCC(=O)O)c1nc2ccccc2[nH]1 (centres undefined) returned Lipid storage S3 -22.4% and Lipid storage S3 cell count max -17.5.
`O=C(Cc1c(F)cccc1Cl)Nc1ccccc1N1CCCCC1` gave Lipid storage S3 20.9%.
O=C(CSc1nnc(NC(=O)c2ccccc2)s1)NC1CCCC1 was read as Lipid storage S3 inactive and Lipid storage S3 cell count max -5.4.
COc1ccccc1NS(=O)(=O)c1cccc(C(=O)N/N=C2\CC(=O)CC(C)(C)C2)c1 was read as Lipid storage S3 12.5% and Lipid storage S3 cell count max -0.4.
For COc1ccc(C(=O)NCC2CCCN2S(=O)(=O)c2cccs2)cc1 (centres undefined) the results were Lipid storage S3 inactive.
For CCCCC[C@H]1CN(Cc2ccc(OC)cc2)C(=O)[C@@H]1CC(=O)NCc1ccccc1 the results were Lipid storage S3 inconclusive.
Screening CC(C)[C@@H](N)C(=O)N/N=C/c1ccc2ncccc2c1 returned Lipid storage S3 -12.8% and Lipid storage S3 cell count max -0.8.
Screening CN(C)C(CNC(=O)CSc1nc2ccccc2c(=O)n1Cc1ccco1)c1ccccc1 (centres undefined) returned Lipid storage S3 inconclusive.
For COc1cc(N(C(=O)Cc2cccs2)C(C(=O)NC2CCCCC2)c2ccc(C)cc2)ccc1-n1cnnn1 (centres undefined) the results were Lipid storage S3 5.2% and Lipid storage S3 cell count max 15.5.
For COCCN(C(=O)CNC(=O)c1ccco1)C(C(=O)NC1CCCC1)c1cccc(OC)c1 (centres undefined) the results were Lipid storage S3 inconclusive.
`CC(Oc1cc2oc(=O)c3c(c2cc1Cl)CCCC3)C(=O)NCC1CCC(C(=O)O)CC1` (centres undefined) gave Lipid storage S3 inactive.
`C=CCn1c(SCC(=O)NCC2CCCO2)nc2c([nH]c3ccccc32)c1=O` (centres undefined) gave Lipid storage S3 7.3% and Lipid storage S3 cell count max -8.0.
`Cc1nn(C)c(C)c1NC(=O)/C(C#N)=C\N(C)C` gave Lipid storage S3 -0.3% and Lipid storage S3 cell count max 27.3.
For COC(=O)c1scc(C)c1NC(=O)CSc1ccc(Cl)cc1 the results were Lipid storage S3 8.8% and Lipid storage S3 cell count max 5.4.
Screening Cc1csc(SCC(=O)N(C)c2c(N)n(Cc3ccccc3)c(=O)[nH]c2=O)n1 returned Lipid storage S3 inconclusive.
Screening O=C(CN1CCOCC1)Nc1nc2ccc(Br)cc2s1 returned Lipid storage S3 inconclusive.
`O=C(Nc1cccc(Cl)c1)Nc1sccc1-c1nc2ccccc2s1` gave Lipid storage S3 -1.1% and Lipid storage S3 cell count max -7.1.
Screening COc1ccc(-c2cc(C(=O)Nc3cc(C)ccc3O)no2)cc1 returned Lipid storage S3 inconclusive.
`COc1cccc(-n2cnc3cccc(N)c32)c1` gave Lipid storage S3 inconclusive.
For COc1cc2c(cc1OC)C(c1ccccc1)N(C(=O)CSCC(=O)O)CC2 (centres undefined) the results were Lipid storage S3 inconclusive.
`CCCCCC1CC(COc2ccccc2)OC1=O` (centres undefined) gave Lipid storage S3 inconclusive.
Cc1ccc(S(=O)(=O)Nc2nc(C)c(C(=O)Nc3ccccc3)s2)cc1 was read as Lipid storage S3 2.4% and Lipid storage S3 cell count max 1.2.
COc1ccc(CCNC(=S)Nc2cccc3ccccc23)cc1 was read as Lipid storage S3 18.8% and Lipid storage S3 cell count max -11.7.
COc1cc(OC)cc(-c2nc(SCC(=O)Nc3ccccc3F)n[nH]2)c1 was read as Lipid storage S3 inactive.
Screening N#CC1=C(N)N(c2ccccc2)C2=C(C(=O)CCC2)C1c1ccccc1 (centres undefined) returned Lipid storage S3 0.4% and Lipid storage S3 cell count max 12.3.
